A549 tox: kills or reduces viability of A549 cells in Nrf2 counter-screen; A549 ARE-Fluc cells, CellTiter-Fluor viability, 18-24 h; Potency, µM (top dose mostly 46 µM), inactives show at the top dose activity change, negative = cytotoxicity, most hits filed as inhibitors; hit rate 0.16% among 390,000; AID 504648; further: potency means the concentration at half of the fitted maximal effect; on the % scale 0 is the no-effect control and ±100 the full control effect
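A549 ARE_Fluc cells in 5% FBS OPTI-MEM were exposed to compounds in concentration-response for 18-24 h at 37 deg C. Viability was read by CellTiter-Fluor fluorescence (Ex 405/Em 525) after 30 min, before the luciferase read.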
TGFb SMAD3 inh: inhibitors of TGF-b signaling; HepG2 CAGA-GFP TGF-b/SMAD3 reporter, GFP fluorescence, 18 h; TGF-beta stimulated, 500 pg/mL final; Potency, µM (series often up to 46.1 µM), without a hit: at the highest dose activity, negative = inhibition, most hits filed as inhibitors; hit rate 1.2% among 410,000; further: potency means the concentration at half of the fitted maximal effect; on the % scale 0 is the no-effect control and ±100 the full control effect; nearly all actives have a fitted effect of over 65% in size
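GFP signal (ex488/em500-530) from TGF-beta-stimulated HEPG2 CAGA-GFP cells, 500 pg/mL final, 18 h at 37 degrees C in DMEM plus 1% FBS, normalized to unstimulated and DMSO-stimulated controls.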
EPAC2 ag: EPAC2 (human) agonism; hit rate 0.079% among 360,000; AID 720711; EPAC2 activation, biochemical qHTS; response scale: 100% = 6.5 mM cAMP response; Potency, µM (top dose mostly 154 µM), for the others: at the top dose activation, hits mostly activators; further: potency means the concentration at half of the fitted maximal effect; nearly all actives have a fitted effect of over 50% in size
Target sequence (Q8WZA2 whole entry, looked up): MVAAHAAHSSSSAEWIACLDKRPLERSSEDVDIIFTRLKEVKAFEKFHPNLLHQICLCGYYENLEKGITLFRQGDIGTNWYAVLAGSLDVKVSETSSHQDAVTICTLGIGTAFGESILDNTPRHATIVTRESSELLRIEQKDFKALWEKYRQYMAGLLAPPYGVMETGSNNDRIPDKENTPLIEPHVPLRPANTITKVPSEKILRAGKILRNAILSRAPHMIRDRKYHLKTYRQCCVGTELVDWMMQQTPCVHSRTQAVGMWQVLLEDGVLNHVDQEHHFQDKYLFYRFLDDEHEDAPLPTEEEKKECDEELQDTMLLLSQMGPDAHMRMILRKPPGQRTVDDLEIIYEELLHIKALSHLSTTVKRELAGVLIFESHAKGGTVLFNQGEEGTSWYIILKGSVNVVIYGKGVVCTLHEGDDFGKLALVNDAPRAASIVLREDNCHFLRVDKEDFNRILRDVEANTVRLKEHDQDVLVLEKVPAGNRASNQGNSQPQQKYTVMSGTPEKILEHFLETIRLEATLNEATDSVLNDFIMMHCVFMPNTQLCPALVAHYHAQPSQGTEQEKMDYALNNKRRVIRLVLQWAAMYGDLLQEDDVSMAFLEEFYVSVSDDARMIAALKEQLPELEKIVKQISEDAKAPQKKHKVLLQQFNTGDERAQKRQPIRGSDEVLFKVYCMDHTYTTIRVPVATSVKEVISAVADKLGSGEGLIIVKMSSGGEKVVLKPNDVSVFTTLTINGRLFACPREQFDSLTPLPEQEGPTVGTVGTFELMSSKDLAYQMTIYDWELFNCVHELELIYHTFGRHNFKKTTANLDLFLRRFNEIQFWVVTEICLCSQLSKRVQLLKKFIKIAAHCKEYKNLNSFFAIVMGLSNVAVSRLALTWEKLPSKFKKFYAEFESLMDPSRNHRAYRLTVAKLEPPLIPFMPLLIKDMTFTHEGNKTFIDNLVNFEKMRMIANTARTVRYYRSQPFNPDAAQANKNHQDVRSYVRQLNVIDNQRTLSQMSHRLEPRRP
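Nucleotide exchange monitored as fluorescence drop when BODIPY-GDP leaves Rap1B. Reaction: 100 nM EPAC2, 250 nM RAP1B-BODIPY-GDP, 50 uM GDP, room temperature, kinetic read over 30 min. Activity expressed relative to 6.5 mM cAMP.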
MmCpn inh: blocks the Methanococcus maripaludis chaperonin Mm-Cpn; hit rate 0.031% among 330,000; purified Mm-Cpn ATPase, ADP Transcreener TR-FRET; Potency, µM (titrated, usually from 76.9 µM), for the others: at the top dose activity, negative = inhibition, hits mostly inhibitors; further: potency means the concentration at half of the fitted maximal effect; on the % scale 0 is the no-effect control and ±100 the full control effect; nearly all actives have a fitted effect of over 80% in size
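Purified archaeal Mm-CPN (25nM final) preincubated 10 min at 37degC with compound, then 10uM ATP for 30 min at 37degC; ADP measured by HTRF Transcreener TR-FRET; buffer 30 mM TRIS pH 7.4, 100mM KCl, 5mM MgCl2, 1mM DTT.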
pAkt inh: Akt phosphorylation inhibition | Neuro2A IGF-stimulated pAkt S473 HTRF, 20 min; active compounds read low | activity change, % for hits at 50 µM | hit rate 0.32% among 360,000; in the data active means activity change below about -80%; inconclusive means mostly about -51% to -80%; further: on the % scale 0 is the no-effect control and ±100 the full control effect
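Neuro2A cells (4,500/well, DMEM with 0.5% FBS) were treated with compound at a single 50 µM final concentration, stimulated with 6 nM IGF for 20 min at 37 °C, and lysed. Phospho-Akt Ser473 was read by HTRF as 665/615 ratio ×10^4.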
Nrf2 activator: Nrf2 pathway activation. AREc32 ARE-luciferase reporter (MCF7-derived line), luminescence, 24 h. Potency, µM (top dose mostly 46.1 µM), for inactives: at the top dose activation, hits mostly activators. hit rate 0.31% among 410,000. AID 624171; further: potency means the concentration at half of the fitted maximal effect; % of control where 0% means no effect; nearly all actives have a fitted effect of over 65% in size
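Reporter line AREc32 (ARE-Fluc), seeded overnight in OPTI-MEM with 5% FBS; compound pin-transferred, 24 hr at 37 deg C, 5% CO2; luminescent read-out.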
Nrf2 inh: Nrf2 pathway inhibition; A549 ARE-Fluc reporter, luciferase luminescence, 18-24 h; Potency, µM (series often up to 46 µM), without a hit: at the top dose activity change, negative = inhibition, hits mostly inhibitors; hit rate 2.1% among 360,000; AID 504444; further: potency means the concentration at half of the fitted maximal effect; on the % scale 0 is the no-effect control and ±100 the full control effect; nearly all actives have a fitted effect of over 60% in size
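Nrf2 function is reported as luminescence of an ARE-controlled luciferase in A549 cells. Compounds were tested at several concentrations, and a CellTiter-Fluor read on the same wells flagged cytotoxicity.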
EPAC2 antagonist: EPAC2 (human) antagonism. Q8WZA2. Potency, µM (top dose mostly 114 µM), for the others: at the highest dose activity, negative = inhibition, usual class: inhibitors. hit rate 0.18% among 360,000. EPAC2 GEF exchange of Rap1B-BODIPY-GDP, fluorescence. AID 720708; further: potency means the concentration at half of the fitted maximal effect; on the % scale 0 is the no-effect control and ±100 the full control effect; nearly all actives have a fitted effect of over 45% in size; many of its hits are not listed in these tables
CCT modulator: changes cytosolic chaperonin activity; purified chaperonin ATPase assay, HTRF ADP detection, 30 min; activity change, % (test concentration not listed), hits read low; hit rate 0.3% among 360,000; AID 651819; in the data active means activity change below about -30%; further: on the % scale 0 is the no-effect control and ±100 the full control effect
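TRiC at 40 or 20 nM final (batch-dependent) in 30 mM Tris pH 7.4, 100 mM KCl, 5 mM MgCl2, 1 mM DTT, with compound at single 76 uM and 10 uM ATP, 30 min at 37 deg C. ADP detected by HTRF Transcreener, 665/615 ratio.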
An asterisk follows results filed as active; i = inactive; u = inconclusive; x = not tested or not shown; & = joins results of further samples; [ ] = remark or other dose. Unless noted, the call rests on the fitted dose curve; in most records, active means well fitted curve in the direction sought with a large enough effect; inconclusive means small, poorly fitted or top-dose-only effect, or another doubt; inactive means no such curve, though single readings can be large; an effect the other way counts as inactive or inconclusive. A portion of the library; rates above refer to the full screens.

SMILES	A549 tox	TGFb SMAD3 inh	EPAC2 ag	MmCpn inh	pAkt inh	Nrf2 activator	Nrf2 inh	EPAC2 antagonist	CCT modulator
Cc1ccc(OCC(=O)Nc2ccccc2-c2ccccc2NC(=O)COc2ccc(C)cc2)cc1	10%	u	2%	u	i	-0.2%	-7%	-1%	-0.8
COc1ccc(NC(=O)c2ccc[n+]([O-])c2)cc1	-1%	-2%	20%	1%	i	0.3%	7%	0%	-0.3
CCn1c(SCC(=O)Nc2ccc(N3CCOCC3)cc2)nnc1-c1ccncc1	-4%	-6%	-9%	-2%	i	0.5%	13%	7%	2.8
CCO[C@H]1OC(C(=O)NCc2ccccc2)=C[C@@H](c2coc3ccccc3c2=O)[C@@H]1CCCO	6%	4%	5%	x	i	2.6%	-16%	-6%	0.4
Cc1ccccc1NC(=O)CC1C(=O)Nc2ccccc2N1CC(=O)N(C)C1CCS(=O)(=O)C1 (centres undefined)	2%	1%	9%	-6%	i	0.0%	-2%	1%	0.5
CC1(Cc2ccccc2C#N)C(=O)Nc2ccc(-c3ccc4[nH]ccc4c3)cc21 (centres undefined)	x	u	15%	x	i	-2.2%	x	-3%	0.0
CC1CN(c2ccc([N+](=O)[O-])c(NCCOc3ccccc3)c2)CCN1 (centres undefined)	-13%	u	1%	-14%	i	9.7%	24%	0%	-1.0
CN1C(=O)C(/C(N)=N/NC(=O)c2ccccc2)C2CC1(C)Oc1ccccc12 (centres undefined)	5%	0%	10%	0%	i	-0.6%	-17%	1%	-4.0
CN1CCN(CCCNC(=O)Nc2cccc3ccccc23)CC1	-6%	7%	0%	1%	i	0.3%	13%	7%	1.4
Cc1ccc(S(=O)(=O)N2CCCCC2)cc1C(=O)OC1CCCCC1=O (centres undefined)	-8%	u	9%	-2%	i	2.0%	-14%	5%	1.2
O=C(NCC1(c2ccccc2)CCCC1)c1ccco1	-5%	-14%	5%	-2%	i	0.4%	-8%	-17%	-1.9
CCOC(=O)C1C(=O)NC(c2ccccc2)=NC1c1ccccc1 (centres undefined)	1%	12%	9%	1%	i	2.5%	-14%	-8%	-4.5
O=C1NC(Cc2ccc(O)cc2)c2nc3ccc(Br)cc3c(=O)n2-c2ncccc21 (centres undefined)	x	-4%	24%	x	i	-0.8%	x	6%	-3.8
Cc1c(NC(=O)CN2CCN(c3ccc([N+](=O)[O-])cc3)CC2)c(=O)n(-c2ccccc2)n1C	u	-19%	2%	-1%	i	-0.2%	-28%	3%	0.2
CC(=O)Nc1ccc(Oc2ccc(NC(C)=O)c(NC(C)=O)c2)cc1	-4%	-2%	3%	-9%	i	0.2%	-4%	3%	0.7
COc1ccc(NC(=O)c2oc3ccccc3c2NC(=O)C2CCCO2)cc1OC (centres undefined)	-3%	-13%	7%	1%	i	5.4%	23%	-2%	-0.4
Cc1ccc(CNC(=O)c2ccc(-c3nc(CS(=O)(=O)c4ccc(C)cc4)c(C)o3)cc2)cc1	-3%	0%	x	x	x	-1.0%	-8%	x	x
COC(=O)c1ccccc1-n1cccc1C(=O)NP(=O)(N1CCOCC1)N1CCOCC1	3%	-3%	-2%	1%	i	-0.9%	u	14%	-0.8
C/C(=N\N=C(N)N)c1ccc(C)c(C)c1	3%	2%	1%	0%	i	-0.1%	-23%	9%	-1.4
CCOC(=O)C1CCCN(C(=O)COC(=O)c2ccc(C#N)cc2)C1 (centres undefined)	6%	5%	2%	3%	i	-0.8%	5%	-1%	0.7
CCOC(=O)C(C)Oc1ccc(OCc2ccccc2)cc1 (centres undefined)	4%	3%	4%	1%	i	-0.4%	-19%	-5%	-1.6
Cc1ccc2c([N+](=O)[O-])c(C)ccc2n1	-6%	-15%	1%	0%	i	0.3%	0%	-1%	-1.9
Cc1ccc(N(CC(=O)N2CCN(c3cccc(C)c3C)CC2)S(=O)(=O)c2c(C)nn(C)c2C)cc1	3%	u	x	x	x	-2.8%	u	x	x
Clc1ccc(-c2cnnc(-c3ccccn3)n2)cc1	0%	-35%	7%	4%	i	4.7%	u	-9%	-6.4
CC(C)(C)c1ccc(COC(=O)Nc2ccc(F)cc2)cc1	-5%	-16%	-6%	3%	i	3.4%	5%	7%	-3.9
CC(=O)Nc1cccc(/C(C)=N/NC(=O)c2ccc(Cl)cc2Cl)c1	-2%	-15%	-4%	2%	i	0.8%	u	8%	-0.2
CCC(CC)c1nnc(NC(=O)C2CC(=O)N(c3ccc4c(c3)OCCO4)C2)s1 (centres undefined)	-1%	-6%	-9%	1%	i	-0.4%	-4%	-10%	2.0
CCOC(=O)CNC(=O)N1CCCC(C(=O)c2ccccc2SC)C1 (centres undefined)	-5%	-3%	-5%	-3%	i	0.3%	-11%	-1%	2.6
COC(=O)c1cccc(C(=O)Nc2ccc(C)cc2Br)n1	10%	5%	-10%	-3%	i	7.2%	27%	0%	-2.8
NC(=O)c1csc(-c2ccc(CO)o2)n1	x	-1%	4%	x	i	-0.6%	x	-3%	-0.4
CCCc1nc2ccc(C(=O)OC)cn2c1Cc1ccc(C)cc1	x	-8%	7%	x	i	26%	x	u	-1.6
CCn1c(C(O)c2cc(OC)c(OC)c(OC)c2)nc2ccccc21 (centres undefined)	-5%	-1%	-3%	4%	i	0.4%	-14%	-1%	-1.6
Cc1cc(C)n2ncc(C(=O)Nc3cccc(O)c3)c2n1	-2%	-8%	2%	3%	i	19%	-11%	7%	-3.2
COc1ccc(O)c(C(=O)c2cnc3nc4ccccc4n3c2)c1	-4%	5%	5%	1%	i	18%	10%	-11%	-5.5
COC(=O)C(Cc1c[nH]c2ccccc12)NC(=O)COc1ccc(Cl)cc1Cl (centres undefined)	12%	11µM*	x	x	x	3.3%	2%	x	x
CCSc1nc(-c2ccccc2F)nc2c1Cc1c(CO)cnc(C)c1O2	7%	-25%	x	x	x	13%	25%	x	x
OC(c1cccc(F)c1)c1ncc(-c2ccc(C(F)(F)F)cc2)[nH]1 (centres undefined)	x	2%	2%	x	i	-0.5%[9.22 µM]	x	-12%	1.1
CN(C)c1nc2ccc(OCCN3CCCCC3)cc2s1	u	-4%	6%	2%	i	-0.3%	u	-1%[57.1 µM]	-2.0
O=C(Cc1ccccc1)NCC(=O)N1CCCCC1	-1%	6%	-1%	0%	i	0.3%	9%	0%	-4.6
Cc1ccc(C)c(N2CCN(C(=O)c3cc4ccccn4n3)CC2)c1	1%	17%	25%	3%	i	-0.4%	-18%	-16%	1.0

4 compounds from above with just Nrf2 activator.
mol | Nrf2 activator
CCSc1nc(-c2ccccc2F)nc2c1Cc1c(CO)cnc(C)c1O2 | 13%
NC(=O)c1csc(-c2ccc(CO)o2)n1 | -0.6%
Clc1ccc(-c2cnnc(-c3ccccn3)n2)cc1 | 4.7%
COC(=O)c1cccc(C(=O)Nc2ccc(C)cc2Br)n1 | 7.2%

Profiles, quoted from the list. Screens in order: A549 tox | TGFb SMAD3 inh | EPAC2 ag | MmCpn inh | pAkt inh | Nrf2 activator | Nrf2 inh | EPAC2 antagonist | CCT modulator
Cc1ccc2c([N+](=O)[O-])c(C)ccc2n1 is entered as -6% | -15% | 1% | 0% | i | 0.3% | 0% | -1% | -1.9
CC(=O)Nc1cccc(/C(C)=N/NC(=O)c2ccc(Cl)cc2Cl)c1 is entered as -2% | -15% | -4% | 2% | i | 0.8% | u | 8% | -0.2

Next section.
SMILES	A549 tox	TGFb SMAD3 inh	EPAC2 ag	MmCpn inh	pAkt inh	Nrf2 activator	Nrf2 inh	EPAC2 antagonist	CCT modulator
Cn1c(SCC(=O)NCCc2ccc(S(N)(=O)=O)cc2)nc2ccccc2c1=O	-7%	-7%	0%	-2%	i	-0.5%	-16%	-1%	-2.2
CCOC(=O)C1CCN(c2nc(-c3ccc(Br)cc3)nc3ccccc23)CC1	2%&11%	u	16%	2%	i	1.6%&-0.6%	u	-4%	-2.4
CC(C)C(=O)Nc1ccc(C(=O)N2CCCCCC2)cc1	-6%	-17%	-6%	0%	x	-0.1%	1%	9%	0.5
Cn1c(SCC(=O)Nc2ccccc2Br)nnc1-c1cnccn1	9%	-3%	-1%	2%	i	0.2%	-13%	-5%	-0.7
CCOC(=O)c1ccc(Nc2nc(C(=O)OCC)nc3ccccc23)cc1	-3%&-9%	0%&-15%	-10%	0%	i	3.0%&0.1%	u	0%	-0.4
COc1ccc(OC)c(C2C(C(=O)c3ccccc3)=C(C)Nc3nc4ccccc4n32)c1 (centres undefined)	-10%	u	-2%	-16%	i	-0.3%	10%	3%	-16
O=C(Nc1ccc2nccnc2c1)Nc1ccccc1Cl	-3%	3%	-3%	-2%	i	-0.7%	4%	3%	2.4
COc1ccc(Cl)c(OC)c1C(=O)NC(=O)Nc1c(F)cc(F)cc1F	2%	-9%	7%	0%	i	-0.2%	3%	-1%	-1.6
O=C(Nc1cc(S(=O)(=O)N2CCOCC2)ccc1N1CCCCC1)c1ccccc1	4%	-12%	10%	-1%	i	2.8%	-1%	-3%	-3.9
CCN(CC)S(=O)(=O)c1ccc(Oc2ccccc2)cc1	-10%	4%	22%	-1%	i	-0.6%	-8%	-7%	0.4

Filtered by structure: the compounds so far with a cyano group
SMILES	A549 tox	TGFb SMAD3 inh	EPAC2 ag	MmCpn inh	pAkt inh	Nrf2 activator	Nrf2 inh	EPAC2 antagonist	CCT modulator
CC1(Cc2ccccc2C#N)C(=O)Nc2ccc(-c3ccc4[nH]ccc4c3)cc21 (centres undefined)	x	u	15%	x	i	-2.2%	x	-3%	0.0
CCOC(=O)C1CCCN(C(=O)COC(=O)c2ccc(C#N)cc2)C1 (centres undefined)	6%	5%	2%	3%	i	-0.8%	5%	-1%	0.7

Screening data: PubChem, National Center for Advancing Translational Sciences (NCATS)
